Integrin act MD – qHTS for Activators of Integrin-Mediated Alleviation for Muscular Dystrophy; alpha7betagal myoblasts, beta-gal FDG fluorescence, 48 h; Potency, µM (top dose mostly 38.3 µM), for the others: at the top dose activation, hits mostly activators; actives 0.064% (n = 350,000); AID 624291, 2012;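 further: potency means the concentration at half of the fitted maximal effect; 100% = response of the positive control SU9516; nearly all actives have a fitted effect of over 60% in size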
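alpha7betagal+/- myoblasts (passage 13, 250/well) treated 48 h at 37C with compounds at 1:260 dilution of DMSO stock. Lysed, then beta-galactosidase activity read as FDG fluorescence (ex 480/em 540) after 30 min, with pre-read for autofluorescence.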
TRPV1 ag – HTS Assay for Compounds that Act as Agonists of the Vanilloid Receptor 1. activation, % at 8.33 µM. TRPV1-expressing cells, Fluo-8 calcium influx, agonist mode. actives 0.19% (n = 320,000). Transient receptor potential cation channel subfamily V member 1 (Homo sapiens), Q8NER1; in the data active means activation above about 80%; inconclusive means between about 30% and that limit; further: 0% is about no effect
Target sequence (Q8NER1 whole entry, looked up): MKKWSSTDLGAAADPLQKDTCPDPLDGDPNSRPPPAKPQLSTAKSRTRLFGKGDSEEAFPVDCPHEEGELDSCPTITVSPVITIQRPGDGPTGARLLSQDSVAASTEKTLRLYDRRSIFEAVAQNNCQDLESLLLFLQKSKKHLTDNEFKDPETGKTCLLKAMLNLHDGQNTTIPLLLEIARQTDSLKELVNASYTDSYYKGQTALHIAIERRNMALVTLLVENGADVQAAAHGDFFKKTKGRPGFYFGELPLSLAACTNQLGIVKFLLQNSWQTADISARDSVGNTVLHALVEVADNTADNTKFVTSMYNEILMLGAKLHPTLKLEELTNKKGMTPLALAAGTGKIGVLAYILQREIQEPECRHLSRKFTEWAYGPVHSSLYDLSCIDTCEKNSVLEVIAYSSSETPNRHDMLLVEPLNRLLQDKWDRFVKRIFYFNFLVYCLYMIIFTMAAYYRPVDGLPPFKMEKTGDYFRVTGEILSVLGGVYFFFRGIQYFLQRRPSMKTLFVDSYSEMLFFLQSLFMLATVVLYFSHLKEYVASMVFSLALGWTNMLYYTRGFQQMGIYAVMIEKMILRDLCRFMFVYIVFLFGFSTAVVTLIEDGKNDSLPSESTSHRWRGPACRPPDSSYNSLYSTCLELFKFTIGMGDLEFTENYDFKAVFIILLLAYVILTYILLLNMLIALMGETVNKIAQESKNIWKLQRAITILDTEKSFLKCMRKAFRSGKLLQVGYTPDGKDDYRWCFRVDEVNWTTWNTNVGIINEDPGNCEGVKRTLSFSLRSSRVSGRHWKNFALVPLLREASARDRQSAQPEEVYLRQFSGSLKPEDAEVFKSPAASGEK
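Fluo-8 calcium influx in TRPV1-expressing cells, kinetic read (ex 480/em 520 nm). Compound added and read 3 min for agonist activity, followed by capsaicin at EC20 final and 2 min further read for enhancement.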
TCR act – Activators of T cell receptors: qHTS campaign; primary human leukocytes, anti-CD3, IL-2 HTRF, 48 h; 330,000 tested, under 10 active; Potency, µM (doses to about 9.22 µM), for inactives: at the highest dose activation of IL-2 secretion, usual class: activators; further: % of control where 0% means no effect
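IL-2 produced over 48 hr by a-CD3 bead-stimulated primary human leukocytes exposed to compounds was detected with a homogeneous time-resolved FRET immunoassay, 665nm acceptor signal after 320nm excitation.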
ELG1 DNA repair – qHTS screen for small molecules that inhibit ELG1-dependent DNA repair in human embryonic kidney (HEK293T) cells expressing luciferase-tagged ELG1. HEK293T ELG1-luciferase reporter, luminescence, 16 h; DNA damage induced by 5-fluorouridine. actives 2.3% (n = 330,000). Potency, µM (series often up to 46.1 µM), without a hit: at the top dose activity change, negative = inhibition, hits mostly inhibitors. AID 504467, 2011; further: potency means the concentration at half of the fitted maximal effect; on the % scale 0 is the no-effect control and ±100 the full control effect; nearly all actives have a fitted effect of over 55% in size
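Step one: seed 2,000 cells per well. Step two: pin-transfer compound or DMSO alongside 5-fluorouridine. Step three: incubate 16 hr, 37 °C, 5% CO2. Step four: add ONE-Glo, wait 30 min, read luminescence.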
A-T KAP1 phos – qHTS Assay for Identifying a Potential Treatment of Ataxia-Telangiectasia. […] A-T fibroblasts, KAP-1 phosphorylation AlphaLISA; neocarzinostatin DNA damage 30 min before lysis. actives 0.19% (n = 320,000). Potency, µM (series often up to 57.5 µM), for the others: at the highest dose activation, hits mostly activators; further: potency means the concentration at half of the fitted maximal effect; % of control where 0% means no effect; nearly all actives have a fitted effect of over 45% in size
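ATM-like activity read as KAP-1 phosphorylation via AlphaLISA donor/acceptor antibody pairs after lysis and 6 hr at 25C. Cells were ATM-null patient fibroblasts ([…], hTERT), dosed 60 min, then exposed to the DSB inducer NCS for 30 min.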
BRCA1 expr act – qHTS Assay to Identify Small Molecule Activators of BRCA1 Expression; Potency, µM (top dose mostly 46.1 µM), without a hit: top-dose activation, hits mostly activators; actives 1.1% (n = 380,000); AID 624202, 2012; MCF7-BRCA1-FFLuc reporter, luminescence, 48 h; response scale: scaled: vehicle 0%, 10 µM genistein 100%; further: potency means the concentration at half of the fitted maximal effect; nearly all actives have a fitted effect of over 80% in size; some results filed as inactive show a strong effect at the top dose
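Luminescence from a BRCA1-driven firefly luciferase in MCF7 cells was read after 48 h compound exposure at 37 C. Data normalized against DMSO and a 10microM genistein activation control, then curve-fitted across the titration.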
p53 reactivation – qHTS assay for re-activators of p53 using a Luc reporter; H1299 p53-A138V BP100-luciferase reporter, luminescence, 24 h; Potency, µM (series often up to 92.2 µM), for the others: top-dose activity change, positive = activation, usual class: activators; actives 0.063% (n = 320,000); further: potency means the concentration at half of the fitted maximal effect; % of control where 0% means no effect; nearly all actives have a fitted effect of over 45% in size
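p53-null H1299 cells stably carrying temperature-sensitive p53-A138V and a BP100-luciferase reporter were pinned with compounds (4-point, 1:5 series) and held 24 hrs at 37 deg C. Luminescence was read 10 min after detection reagent.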
B2AR arrestin – qHTS assay of beta-arrestin-biased ligands of beta2-adrenergic receptor; Beta-2 adrenergic receptor (Homo sapiens), P07550; beta-arrestin recruitment to beta2AR, cell-based reporter; Potency, µM (highest dose often 46.1 µM), inactives show at the highest dose activation, hits mostly activators; actives 0.02% (n = 330,000); AID 492947, 2010;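 further: potency means the concentration at half of the fitted maximal effect; 0% = DMSO controls and full agonism = EC100 isoproterenol or metaproterenol; nearly all actives have a fitted effect of over 65% in size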
MLL CXXC-DNA inh – qHTS Fluorescence Polarization Assay for Inhibitors of MLL CXXC domain - DNA interaction; MLL-CXXC / FITC-HOXA9 DNA fluorescence polarization; Potency, µM (doses to about 115 µM), inactives show top-dose activity change, negative = inhibition, actives largely listed as inhibitors; AID 2662, 2010; actives 0.037% (n = 290,000); active means well fitted inhibition curve with a large enough effect in the polarisation, with a control signal flat, not every such curve was filed as active; inconclusive means small, poorly fitted or top-dose-only effect, or effect the other way, or a change in a side signal; inactive means no such curve, though single readings can be large or run the other way; the % refers to the polarisation; further: potency means the concentration at half of the fitted maximal effect
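Steps: dispense CXXC domain solution (7 uM) → pin compounds or unlabeled HOX-A9 DNA control → 5 min ambient → add FLSN-HOX-A9 solution (50 nM) → spin → 30 min ambient → fluorescence polarization. Tris pH 7.5/NaCl/DTT/BSA buffer.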
PTAP TSG101 blk – qHTS Assay for Iinhibitors of HIV-1 Budding by Blocking the Interaction of PTAP/TSG101; Tumor susceptibility gene 101 protein (Homo sapiens), Q99816; Fluorescence polarization, FITC-PTAP peptide / Tsg101 binding; Potency, µM (highest dose often 115 µM), inactives show at the top dose activity change, negative = inhibition, hits mostly inhibitors; 340,000 tested, under 10 active; AID 493005, 2010; active means well fitted inhibition curve with a large enough effect in the main read-out, with a control signal flat, not every such curve was filed as active; inconclusive means small, poorly fitted or top-dose-only effect, or effect the other way, or a change in a side signal; inactive means no such curve, though single readings can be large or run the other way; further: potency means the concentration at half of the fitted maximal effect; % of control where 0% means no effect
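Fluorescence polarization binding of Tsg101 binding domain (10 uM final) to FITC-labeled PTAP peptide (50 nM final) in HEPES pH 7.5 buffer with NaCl, Tween 20, EDTA, TCEP. Compounds added before peptide; binding 20 min at RT.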
An asterisk follows results filed as active; ? = inconclusive; / = not tested or not shown; [ ] = another dose, or the depositor's remark. Unless noted, the call rests on the fitted dose curve; in most records, active means well fitted curve in the direction sought with a large enough effect; inconclusive means small, poorly fitted or top-dose-only effect, or another doubt; inactive means no such curve, though single readings can be large; an effect the other way counts as inactive or inconclusive.

SMILES	Integrin act MD	TRPV1 ag	TCR act	ELG1 DNA repair	A-T KAP1 phos	BRCA1 expr act	p53 reactivation	B2AR arrestin	MLL CXXC-DNA inh	PTAP TSG101 blk
O=C1C2C(c3ccccc3)CC=CC2[C@H](c2ccc(C(F)(F)F)cc2)N1Cc1ccccc1 (some centres undefined)	-42.8%	4.5	-5.6%	?	?	-17.7%	10.8%	0.2%	?	-0.5%
O=C1C2=C(c3ccccc31)[N+](=O)C1CCCCC1N2[O-] (centres undefined)	-11.4%	0.5	0.7%	?	1.5%	11.7%	24.2%	-0.6%	-10.7%	-2.8%
COc1ccc(N2CCCn3c2nc2c3c(=O)n(CCCc3ccccc3)c(=O)n2C)cc1	/	4.7	/	-26.1%	0.1%	/	-24.7%	-0.1%	5.4%	/
O=C(O)/C=C/C(=O)NCCc1ccccc1	36.3%	-5.1	1.7%	?	3.7%	8.5%	-0.4%	0.3%	0.2%	0.1%
Cc1[nH]c(C)c(S(=O)(=O)NCc2ccc(OC(C)C)cc2)c1C(=O)N1CCCC1	37.7%	3.7	4.8%	6.7%	-4.6%	0.0%	-10.7%	0.1%	3.4%	-3.8%
O=C(O)C1C2CC(C(Br)C2Br)C1C(=O)O (centres undefined)	?	/	1.3%	/	/	13.1%	/	/	/	-0.5%
Cc1cc(C)cc(OCC(=O)Nc2ccc3c4c(cccc24)CC3)c1	0.0%	3.6	-1.7%	?	-3.8%	-26.7%	-0.9%	-0.2%	2.7%	0.8%
Cc1ccc(OCCC(=O)O)cc1	-2.5%	1.3	-0.6%	-5.3%	5.6%	26.8%	-1.1%	-0.1%	-1.4%	-12.8%
Cn1c(=O)oc2cc(S(=O)(=O)N3CCCC3)ccc21	-1.4%	-1.1	-7.7%	6.2%	16.5%	1.4%	-2.2%	-0.1%	-4.2%	-2.8%
O=C(Nc1ccc(S(=O)(=O)Nc2cnc3ccccc3n2)cc1)c1ccc(Br)o1	11.8%	-1.1	4.2%	-3.0%	3.6%	-29.9%	-6.1%	-0.2%	-1.5%	-2.6%
COc1ccc(NC(=O)CSc2nc(C)cc(C)n2)cc1	-11.1%	0.5	0.5%	-4.4%	1.4%	-7.6%	6.9%	0.4%	13.9%	0.4%
COc1ccc(C2CC(O)(c3ccccc3)Oc3cc(OC)ccc32)cc1 (centres undefined)	-15.7%	?	2.9%	-12.3%	-45.5%	-43.3%	-7.1%	-0.1%	-4.7%	0.3%
S=c1nc(-c2ccccc2)n(CCCN2CCOCC2)c2c1CCCC2	-19.6%	0.2	7.0%	1.5%	-1.7%	-0.9%	-0.8%	-0.6%	0.4%	-5.4%
COc1ccc(S(=O)(=O)N2CCOCC2)cc1NC(=O)COC(=O)C1=COCCO1	15.0%	1.1	6.7%	1.5%	-4.5%	3.2%	-1.4%	-0.2%	174.9%[activator]	-0.2%
CCCn1c(C(O)c2cc(OC)ccc2OC)nc2ccccc21 (centres undefined)	7.7%	3.2	0.4%	-1.1%	2.3%	-4.0%	-6.9%	0.4%	1.6%	-0.1%
O=C(CSc1nnc(-c2c[nH]c3ccccc23)o1)c1ccccc1	11.8%	1.8	-4.9%	?	1.3%	12.6µM*	11.2%	0.2%	2.2%	0.1%
Cc1ccc(NC(=O)CSc2ccc(-c3cccnc3)nn2)cc1	8.8%	2.5	6.0%	?	7.0%	1.8%	5.4%	-1.0%	?	-2.3%
O=C(CSc1nnc(CNc2ccc(Cl)cc2)n1Cc1ccccc1)NCc1ccco1	-5.2%	0.2	/	4.9%	5.1%	-0.7%	0.7%	0.2%	4.4%	-3.8%
Cc1ccsc1/C=N\NC(=O)CC(=O)NCc1ccccc1	-1.1%	-2.2	-12.8%	8.0%	0.7%	8.6%	-0.9%	0.0%	14.9%	0.0%
CC(C)(C)c1nc2sc3c(c2c(=O)o1)CCCC3	-8.7%	17.3	-14.2%	?	/	-18.3%	1.9%	3.3%	-4.8%	-2.7%
CC1CN(C(=O)c2ccc(-c3ccccc3Cl)o2)CC(C)O1 (centres undefined)	1.3%	?	4.7%	?	6.8%	59.5%	?	0.5%	/	-3.8%
CSCCC(NC(=O)c1ccccc1Br)C(=O)NCC(c1ccco1)N1CCCCC1 (centres undefined)	10.0%	22.1	5.6%	-3.1%	4.3%	-18.3%	0.3%	-0.1%	/	0.4%
COC(=O)Cn1cc(C(=O)c2ccco2)c2ccccc21	13.7%	2.8	-5.8%	16.4%	3.4%	-3.3%	-0.3%	0.1%	-0.7%	-4.1%
CC(C)C[C@@H](CN)NC(=O)c1nc[nH]c1C(=O)N[C@@H](C)C(=O)CNC[C@H](C)NC(=O)c1nc[nH]c1C(=O)N[C@@H](CC(C)C)C(=O)O	17.5%	/	-4.0%	/	/	10.7%	/	/	/	-8.0%
Cc1ccc(NC(=O)c2cc(N3C(=O)C=CC3=O)ccc2N2CCOCC2)cc1	-1.7%	12.5	10.4%	4.4%	-2.4%	-55.4%	-10.7%	-0.2%	1.1%	0.5%
Cc1ccc(-c2cc(C(F)F)n3ncc(C(=O)Nc4cn(C)nc4C)c3n2)cc1	-2.5%	-0.5	-7.8%	?	6.6%	2.2%	0.3%	0.0%	-8.5%	1.7%
Cc1[nH]c(=O)[nH]c(=O)c1S(=O)(=O)Nc1cccc([N+](=O)[O-])c1C	-16.0%	-0.9	-6.7%	0.4%	-1.5%	-3.2%	10.4%	-0.4%	-8.6%	-5.8%
O=C(CSc1nc2ccccc2c(=O)n1CCCO)N1CCc2ccccc21	-12.7%	15.6	-2.5%[46.1 µM]	?	0.0%	-23.7%	-14.7%	-0.2%	-4.4%	-4.3%
COc1ccccc1-n1c(C)nc(=O)c(-c2ccccc2)c1C	22.8%	5.7	-3.4%	11.3%	/	0.0%	-0.7%	0.1%	-0.2%	-9.2%
CCOc1ccccc1OCCC(=O)OCC(=O)Nc1c(C)cc(C)cc1C	-18.8%	-5.0	0.3%	6.4%	2.5%	-0.6%	7.6%	0.2%	/	-0.5%
Cc1c(C(=O)NCCSCc2ccc(Cl)cc2Cl)cccc1[N+](=O)[O-]	-34.8%	4.1	13.6%	?	27.6%	-34.0%	-9.2%	0.1%	-5.2%	-0.3%
Cc1cc(Br)ccc1NC(=O)C1CCN(S(=O)(=O)c2cnc[nH]2)CC1	-8.6%	-3.3	5.3%	5.6%	-0.1%	-12.3%	?	-0.5%	5.1%	-6.0%
CCc1noc(C)c1C(=O)Nc1ccc(-c2nnc3n2CCCCC3)cc1	19.3%	-2.4	-0.5%	2.8%	6.4%	18.6%	0.6%	-0.1%	/	-2.2%
Cc1cc(O)c(C(C)C)cc1NC(=O)Nc1cc(Cl)ccc1Cl	8.5%	/	-9.5%	/	/	-44.7%	/	/	/	-0.5%
CC(C)(C)OC(=O)NCC(=O)N1CCC(C(=O)O)CC1	26.6%	2.8	-4.3%	25.0%	0.8%	16.3%	-10.1%	-0.3%	0.7%	-2.7%
Cc1ccc(NC(=S)N2CCCCCC2)cc1	-8.3%	/	3.2%	0.0%	-6.3%	12.6µM*	12.5%	-0.7%	-11.8%	-0.2%
Cc1c(C)n(C)c2ccc(C(=O)NCCCN(C)C3CCCCC3)cc12	-58.0%[inhibitor]	-3.5	-4.7%	11.2%	5.8%	0.0%	-6.3%	-0.9%	28.8%	3.4%
CCC(C)(C)n1nnnc1C(c1ccc2ncccc2c1)N1CCN(c2nc3ccccc3s2)CC1 (centres undefined)	?	1.9	/	?	0.7%	-48.2%	-12.0%	-0.1%	-4.0%	-7.7%
CCN1C[C@@H]2[C@@H]3C(=O)N(Cc4ccccc4)C(=O)[C@@H]3[C@](Cc3ccccc3)(C1=O)N2C(=O)c1ccc(Br)cc1	4.8%	/	-22.6%	/	/	-0.9%	/	/	/	-7.4%
COc1cccc(NC(=S)NC(=O)Cc2ccccc2)c1	11.7%	/	-3.0%	/	/	21.3%	/	/	/	-1.4%

Random draw from the library; any-hit rate near 3.8%.
